High-throughput results from PubChem BioAssay.
S1P2 blocker: antagonists of human S1P2 receptor | O95136 | cell-based S1P2 antagonist assay, inhibition at 5 uM | inhibition, % at 5 µM | hit rate 0.21% among 97,000; in the data active = inhibition above about 45%;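 also: CRE beta-lactamase reporter cells expressing human S1P2 stimulated with S1P; 0% = agonist at EC80 alone and 100% = agonist plus reference antagonist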
Target sequence (O95136 whole entry, looked up): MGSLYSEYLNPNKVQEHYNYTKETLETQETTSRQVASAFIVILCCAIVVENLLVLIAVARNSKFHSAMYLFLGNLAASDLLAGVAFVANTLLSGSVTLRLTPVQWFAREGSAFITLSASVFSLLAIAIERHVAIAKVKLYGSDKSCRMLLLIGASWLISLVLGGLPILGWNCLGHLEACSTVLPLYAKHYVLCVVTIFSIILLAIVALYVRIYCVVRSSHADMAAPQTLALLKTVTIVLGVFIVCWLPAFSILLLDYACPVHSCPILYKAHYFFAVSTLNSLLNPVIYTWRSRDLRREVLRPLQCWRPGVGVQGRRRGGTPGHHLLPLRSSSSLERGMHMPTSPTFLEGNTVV
sEH inhibitor: blocks human soluble epoxide hydrolase activity. recombinant human sEH enzymatic activity assay. inhibition, % at 2 µM. hit rate 0.34% among 91,000; in the data active = inhibition above about 80%; also: values of inactives mirror those of a sister screen read the other way; many of its hits are not listed in these tables
S1P2 ag: activates the human S1P2 receptor | O95136 | S1P2-expressing cell line, agonist reporter read-out | activation, % at 4.5 µM | hit rate 0.46% among 97,000 | AID 729; in the data active = activation above about 16%;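 also: 0% = vehicle low control and 100% = maximal reference agonist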
PostGolgi yeast: growth inhibition of a yeast mutant, post-Golgi transport screen. post-Golgi transport phenotypic cell assay. inhibition, % at 10 µM. hit rate 0.9% among 98,000;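 also: yeast cells grown in 1536-well plates; yeast grown about 18 h at 30C before absorbance read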
E coli WT exp: blocks growth of wild type E. coli BW25113; AID 710; hit rate 0.15% among 98,000; OD600 absorbance; growth inhibition, % at 100 µM;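 active = growth inhibition above about 50% at one test dose, limit read from the data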;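 also: growth measured after 20 h incubation at 37 °C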
PLAP activator: human PLAP activation; P05187; purified PLAP enzyme, luminescent substrate read-out; stronger effect = higher value; activation fold at 20 µM; hit rate 1.2% among 96,000; in the data active = activation fold above about 2
Target sequence (P05187 whole entry, looked up): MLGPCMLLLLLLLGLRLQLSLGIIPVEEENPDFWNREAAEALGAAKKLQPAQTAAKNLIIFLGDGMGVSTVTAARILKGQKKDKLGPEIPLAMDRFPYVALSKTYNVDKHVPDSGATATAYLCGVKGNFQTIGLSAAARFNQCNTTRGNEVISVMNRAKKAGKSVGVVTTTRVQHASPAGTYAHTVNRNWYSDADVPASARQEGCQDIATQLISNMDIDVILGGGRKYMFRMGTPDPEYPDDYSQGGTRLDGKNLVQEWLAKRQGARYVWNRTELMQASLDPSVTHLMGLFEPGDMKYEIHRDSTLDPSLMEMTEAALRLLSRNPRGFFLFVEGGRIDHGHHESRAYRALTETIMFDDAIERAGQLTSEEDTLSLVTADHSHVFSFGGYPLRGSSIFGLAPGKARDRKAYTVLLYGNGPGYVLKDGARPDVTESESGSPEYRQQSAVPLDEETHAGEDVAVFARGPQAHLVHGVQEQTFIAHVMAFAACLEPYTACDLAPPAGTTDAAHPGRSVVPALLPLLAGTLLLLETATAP
PostGolgi ctrl: inhibits growth of the yeast control strain; efflux-deficient yeast background strain, growth absorbance A615, 16 h; hit rate 5% among 98,000; inhibition, % at 10 µM; AID 738
sEH act: increases human soluble epoxide hydrolase activity | purified human sEH enzymatic activity, activator screen | activation, % at 2 µM | hit rate 0.04% among 91,000 | AID 717; in the data active = activation above about 37%; also: values of inactives mirror those of a sister screen read the other way
Mac1 fbg inh: blocks human CD11b/CD18 adhesion to fibrinogen | P05107+P11215 | hit rate 0.54% among 93,000 | inhibition, % at 10 µM | K562 CD11b/CD18 adhesion to fibrinogen, ATPlite luminescence; Mn2+ added to activate the integrin;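 active = primary inhibition of 50% or more at 10 µM, then 40% or more on retest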; also: some results filed as inactive read as strong as hits
* hit, by the source's call; . = no result given. Rule as the data show it, unless noted: active = inhibition above about 30%; inactive = the rest.

SMILES	S1P2 blocker	sEH inhibitor	S1P2 ag	PostGolgi yeast	E coli WT exp	PLAP activator	PostGolgi ctrl	sEH act	Mac1 fbg inh
O=C(COc1ccccc1Cl)Nc1cnn(Cc2ccccc2)c1	-5	15	-3	5	7	0.8	11	-12	5
Cc1occc1C(=O)N/N=C/c1c[nH]c2ccccc12	-6	19	-4	0	3	0.9	4	-16	.
CCOc1cccc(CNn2cnnc2)c1OCc1ccccc1	17	-10	-5	8	7	1	14	8	-8
c1ccc(-c2noc(CN3CCN(c4ccccc4)CC3)n2)cc1	6	.	-3	-1	-10	1.6	10	.	-15
O=C1[C@@H]2CSCN2C(=O)CN1CCc1cccc(F)c1	21	-2	-7	2	3	0.9	-16	2	-12
O=C1C(C23CC4CC(CC(C4)C2)C3)C(=O)N(c2ccccc2)N1c1ccccc1	-6	14	-7	0	-15	.	3	-14	.
CCOc1cc(C2C(C(=O)c3ccco3)=C(O)C(=O)N2CCc2ccccc2)ccc1O (stereo not drawn)	7	.	-5	2	3	1	15	.	-5
Cc1cc(Oc2ccc(C#N)cc2)nc(NCc2ccccc2)n1	-6	-18	-10	4	-9	0.7	31*	21	-4
O=C(COc1ccc(Br)cc1)Nc1ccncc1	-17	-9	-1	23	22	0.8	5	8	34
CC(C)CCNC(=O)CN(CC1CCCO1)C(=O)CCC(=O)Nc1ccccn1 (stereo not drawn)	24	4	-5	2	-6	1.3	0	-3	-10
CCCS(=O)(=O)c1c(S(=O)(=O)CCC)c2cc(CC)ccn2c1C(=O)OC	-20	-12	-4	10	4	1.4	12	16	0
O=C1C=C(c2ccccc2)C(=O)N1Nc1ccccc1	-25	-5	-4	104*	11	0.9	30	4	-27
Cc1ccc(C(=O)N(CC(=O)NC2CCCC2)Cc2cccs2)s1	-2	-3	-10	8	5	1.1	4	0	-16
O=C(CN1CCC(NC(=O)Nc2ccccc2-c2ccccc2)CC1)NCc1ccco1	.	.	.	-3	7	2.2*	-4	.	1
CC(=O)NC1(C(F)(F)F)C(=O)NC(C)=C1C#N (stereo not drawn)	-8	8	-4	5	0	1.1	5	-10	8
O=C(NC1CC1)c1ccc(F)cc1Cl	5	9	-3	-5	-2	0.8	14	-10	-9
C/C(=N/Oc1nc(C)cc(C)n1)c1ccc(Cl)cc1Cl	10	4	-4	-5	13	1.1	0	-6	-9
c1ccc(-c2nnc(SCc3cn4ccsc4n3)o2)cc1	1	0	-2	3	21	1	10	0	2
CC(=O)Nc1ccc(-c2csc(NCc3ccco3)n2)cc1	4	8	-5	.	.	.	.	-3	.
Cc1ccc(-n2c(SCC(N)=O)nnc2-c2ccccn2)cc1	9	-2	-2	-15	-13	1.1	24	2	-10

A different layout for two compounds above.
molecule,S1P2 blocker,sEH inhibitor,S1P2 ag,PostGolgi yeast,E coli WT exp,PLAP activator,PostGolgi ctrl,sEH act,Mac1 fbg inh
O=C(CN1CCC(NC(=O)Nc2ccccc2-c2ccccc2)CC1)NCc1ccco1,.,.,.,-3,7,2.2*,-4,.,1
O=C1C=C(c2ccccc2)C(=O)N1Nc1ccccc1,-25,-5,-4,104*,11,0.9,30,4,-27

Further structures:
SMILES	S1P2 blocker	sEH inhibitor	S1P2 ag	PostGolgi yeast	E coli WT exp	PLAP activator	PostGolgi ctrl	sEH act	Mac1 fbg inh
COc1ccc(CNC(=O)CN(C(=O)CCC(=O)Nc2ccccn2)c2ccccc2OC)cc1	25	-5	-4	0	2	1.4	8	5	-2
Cc1cc(N2CCN(C)CC2)nc2ccc(NC(=O)c3cccnc3Cl)cc12	0	-6	-2	1	5	1.4	-9	2	-35
COc1ccc(C2C3=C(N=C4SCC(=O)N42)c2ccccc2CC3)cc1OC (stereo not drawn)	8	-7	-5	11	-9	1.5	24	5	4
O=C(Cn1ncc2c(=O)oc3ccccc3c21)NCCCN1CCCC1=O	3	-1	-10	-2	3	0.9	1	0	-12
Cc1ccc(N2C(=O)C(Cl)=C(NCc3ccccc3)C2=O)c(C)c1	-4	8	-10	-7	-7	1.1	30	-9	-4
O=C1c2ccccc2C(=O)N1CCc1nc(-c2ccncc2)no1	3	7	-5	-2	-4	0.9	-5	-7	5
Cc1nn(C(=O)c2cccs2)c(N)c1-c1ccccc1	.	.	.	1	5	0.9	14	.	13
CN(C)C(CNS(=O)(=O)c1ccc(Br)cc1)c1cccnc1 (stereo not drawn)	11	2	-5	3	1	.	5	-2	.
Cc1cccc(CCNC(=O)C2CCC(=O)N2Cc2ccc(F)cc2)c1 (stereo not drawn)	-6	18	-2	3	2	0.8	9	-20	-6
O=c1c(-c2nnc(SCc3ccc(Cl)cc3Cl)o2)cccn1Cc1ccccc1	12	-4	-2	-1	-21	1	66*	8	.
O=C(Nc1ccccc1C(F)(F)F)c1ccc(CN2CCC(Cc3ccccc3)CC2)cc1	-6	4	-4	5	-3	1.2	7	-6	.
CCOC(=O)C(CCCOc1ccccc1)C(=O)OCC	-8	-11	-4	7	12	0.9	5	14	6
CCC(C)NCC(O)COCc1ccc(Cl)cc1 (stereo not drawn)	0	10	-7	10	4	0.9	-9	-7	7
COc1ccc(N2C(C)=CS/C2=C(/C#N)c2nnc(N3CCOCC3)n2-c2ccccc2)cc1	12	4	-11	-8	9	1.5	29	-4	0
COc1cccc(OCc2nnc(SC)n2C)c1	15	11	-1	-2	8	1.1	9	-10	-7
Cc1ccc(-n2nc3cc(C)c(N)cc3n2)cc1	-17	-12	3	-3	0	1.1	19	10	48
CC1=CC(C)(C)n2c(O)c(C3=NC(=S)NC3=O)c3cc(OC(=O)c4cccc5ccccc45)cc1c32	4	4	-8	-5	-7	1.2	-7	0	15
Cn1c(CCC(=O)Nc2ccc(N3CCOCC3)cc2)nc(=O)c2ccccc21	6	.	-9	4	-4	1.1	7	.	15
Cc1cc2ccccc2c(=O)n1CC(=O)NCC1COc2ccccc2O1 (stereo not drawn)	3	-4	-4	-1	-3	1	2	3	8
Oc1c(Br)cc(C2N=C(c3ccccc3Cl)NO2)cc1Br (stereo not drawn)	-2	-12	-5	-17	-2	0.9	27	16	.

Some of these compounds in order of molar mass, falling.
SMILES	S1P2 blocker	sEH inhibitor	S1P2 ag	PostGolgi yeast	E coli WT exp	PLAP activator	PostGolgi ctrl	sEH act	Mac1 fbg inh
Cc1cc(N2CCN(C)CC2)nc2ccc(NC(=O)c3cccnc3Cl)cc12	0	-6	-2	1	5	1.4	-9	2	-35
Cc1ccc(C(=O)N(CC(=O)NC2CCCC2)Cc2cccs2)s1	-2	-3	-10	8	5	1.1	4	0	-16
C/C(=N/Oc1nc(C)cc(C)n1)c1ccc(Cl)cc1Cl	10	4	-4	-5	13	1.1	0	-6	-9
O=C(COc1ccc(Br)cc1)Nc1ccncc1	-17	-9	-1	23	22	0.8	5	8	34

Going on with the list:
SMILES	S1P2 blocker	sEH inhibitor	S1P2 ag	PostGolgi yeast	E coli WT exp	PLAP activator	PostGolgi ctrl	sEH act	Mac1 fbg inh
C=CCO/N=C(\C)c1c(O)c(C)c(-c2ccccc2)n(-c2ccccc2)c1=O	1	-12	-3	.	.	.	.	15	.
O=C(NCc1cccs1)C(NS(=O)(=O)c1cccc2nsnc12)c1ccccc1 (stereo not drawn)	-5	-5	-5	2	-3	1	-2	4	.
Cc1ccc(S(=O)(=O)/N=S(\C)CC2CC2(Cl)Cl)cc1 (stereo not drawn)	0	-6	0	-7	7	1.3	25	7	-9
CCOC(=O)CN(c1ccccn1)S(=O)(=O)c1ccccc1	22	-7	-4	-6	5	1.1	5	6	.
COC(=O)C1=CN(C)C=C(C(=O)OC)C1c1ccc(Cl)cc1Cl	-21	2	32*	-3	-3	0.9	7	-1	-10
COCCOC(=O)C1=C(N)Oc2c(oc(CO)cc2=O)C1c1ccccc1F (stereo not drawn)	6	-2	-4	-1	2	1	7	2	-8
COc1ccc(-c2cc(C(=O)NCc3ccco3)no2)cc1OC	-6	6	-6	3	1	0.7	-1	-8	12
CCC(C(=O)NC1CCCC1)N(C(=O)Cn1nnc(-c2ccc(C)o2)n1)C(C)(C)C (stereo not drawn)	.	.	.	-3	7	1.4	6	.	-1
CC1CCN(S(=O)(=O)c2cn(CC(=O)N3CCN(C)CC3)c(=O)c3ccccc23)CC1	1	-16	-2	4	-4	1.5	0	11	24
CCOC(=O)c1[nH]c(C)c(C(=O)N2CCN(C(=O)c3ccco3)CC2)c1C	5	-1	0	4	-9	.	11	1	.
CN(C)c1nn(C(=O)Nc2cccc(C(F)(F)F)c2)cc1-c1ccccc1	-1	7	-1	-4	13	0.9	5	-9	-5
Cc1ccc(OC(=O)N2CCOCC2)cc1	-2	-7	-10	-4	15	1	-11	7	.
CCCN(CCO)Cc1cccc(Br)c1	-33	12	0	-2	6	1.1	2	-7	-20
Cc1nn(C)c(C)c1NC(=O)CCSc1nc(-c2ccco2)cc(C(F)(F)F)n1	-8	12	-7	-4	3	1.3	11	-8	-32
CC(C)(C)n1ncc2c(=O)n(CC(=O)N3CCN(c4ccccc4)CC3)cnc21	9	-6	-4	1	3	0.9	9	2	-6
COc1ccc(/C=C/C(=O)NC(=S)NNC(=O)Cc2cccs2)cc1OC	4	14	-10	-1	-9	1.5	-9	-15	-15
COC(=O)Cn1c(CCC(=O)O)ccc1-c1ccccc1	10	14	-4	7	6	1.3	-6	-13	-14
CCOC(=O)N1CCN(CC(O)COCc2ccccc2)CC1 (stereo not drawn)	11	3	-4	3	10	1.1	4	-4	-8
O=c1cccccc1NCc1ccccc1	-2	6	-1	20	18	1	3	-7	5
O=C(NCc1ccccc1Cl)c1csc2c1CCCCC2	2	48	-3	-14	-2	0.8	20	-48	1

For convenience, some entries already given.
SMILES	S1P2 blocker	sEH inhibitor	S1P2 ag	PostGolgi yeast	E coli WT exp	PLAP activator	PostGolgi ctrl	sEH act	Mac1 fbg inh
CCC(C(=O)NC1CCCC1)N(C(=O)Cn1nnc(-c2ccc(C)o2)n1)C(C)(C)C (stereo not drawn)	.	.	.	-3	7	1.4	6	.	-1
CC1CCN(S(=O)(=O)c2cn(CC(=O)N3CCN(C)CC3)c(=O)c3ccccc23)CC1	1	-16	-2	4	-4	1.5	0	11	24

Next section.
SMILES	S1P2 blocker	sEH inhibitor	S1P2 ag	PostGolgi yeast	E coli WT exp	PLAP activator	PostGolgi ctrl	sEH act	Mac1 fbg inh
CCCSc1nc(SCC(=O)NCc2ccccc2)c2c3c(sc2n1)COC(C)(CC)C3 (stereo not drawn)	3	.	-3	2	-12	1	10	.	.
CC1=C(C(=O)Nc2ccccc2)C(c2ccco2)NC(=O)N1 (stereo not drawn)	-3	7	-5	.	.	.	.	-4	.
COc1ccc(-c2[nH]nc3c2C(c2ccncc2)C(C#N)=C(N)O3)cc1 (stereo not drawn)	8	2	-5	-3	-2	1	9	-4	3
Cc1nnc(NCc2n[nH]c(=O)c3ccccc23)c2ccccc12	.	.	.	8	1	0.8	1	.	-1
COC(=O)c1c(NC(=O)CCc2ccc(C)o2)sc(C)c1C	-24	2	-8	4	1	1	5	1	-4
CC(C)OC(=O)c1c(NC(=O)c2ccco2)sc2c1CCCCC2	-14	4	-1	26	-7	1.4	25	-5	6
O=c1nc(N2CCCCCC2)nc(N2CCCCCC2)[nH]1	4	20	-8	1	6	0.8	2	-18	.
CCOc1ccc(C2NC(=O)c3n[nH]c(C)c32)cc1 (stereo not drawn)	15	-6	-3	-1	4	1.6	9	7	1
COc1ccc(S(=O)(=O)Nc2ccccc2C(=O)NCc2ccco2)cc1Br	9	-8	-6	1	4	1.5	1	6	53
CCn1c(=O)c(C(=O)CN2CCCc3ccccc32)c(N)n(Cc2ccccc2)c1=O	.	.	.	1	-15	1.5	6	.	-16
COc1ccc(NCCNc2ccc(OC)cc2)cc1	10	-5	-3	-2	-2	0.9	2	4	.
COc1ccc(N(CC(=O)NC2CCCC2)C(=O)Cn2nnc(-c3ccc(C)cc3)n2)cc1	6	14	-5	8	-11	.	7	-12	.
O=C1C2C3C=CC(C3)C2C(=O)N1c1cccc(-c2nc3ccccc3o2)c1 (stereo not drawn)	-2	-2	-4	25	-1	0.8	-2	1	-11
CCOC(=O)C1=C(C)N=C2SC(C)C(=O)N2C1/C=C/c1ccccc1OC (stereo not drawn)	-2	0	-4	-6	3	1.7	8	0	-29
NS(=O)(=O)c1ccc(S(=O)(=O)N(Cc2ccccc2F)CC2CCCO2)cc1 (stereo not drawn)	24	-3	-1	-1	4	1.1	3	0	8
C/C(=C\C(=O)c1cccnc1)Nc1ccc(O)cc1	-20	-3	-1	2	-3	0.9	2	4	0
Cc1cc(C)c[n+](-c2nc([O-])sc2C=O)c1	4	9	-8	-4	3	0.8	7	-8	-7
COc1ccc2[nH]c(=O)c(CN(Cc3cccs3)Cc3nnnn3C(C)(C)C)cc2c1	21	-14	-2	5	-5	1.3	19	13	-30
CCOC(=O)C(CCc1nnc(N)s1)C(=O)OCC	.	.	.	1	-10	1.2	-2	.	-10
